Vc quorum ag: quorum light induction in luxS cqsA deficient V. cholerae | activation, % at 18.7 µM | 350,000 tested, 0.16% active | AID 588436 | V. cholerae BH1578 lux reporter, luminescence, 6 h; in the data active = activation mostly above about 9.7%, no sharp cut-off; inconclusive = no clear call, values can overlap the other calls; inactive = mostly below about 3.7%; note: not every result past the cut was called active; inactives centre near 0; reference of the scale not given here
PfHsp40 yeast: restores yeast growth despite PfHsp40 toxicity | S. cerevisiae expressing PfHsp40, growth rescue, ATP luminescence | growth rescue, % at 12.5 µM | 340,000 tested, 0.68% active; in the data active = growth rescue above about 28%, passing the limit was not always enough; inconclusive = no clear call, values can overlap the other calls;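 note: yeast W303a lacking pdr1 and pdr3 grown in galactose medium; growth measured after three days at 30 °C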
TcdB inh: TcdB glycohydrolase inhibition; AID 652162; TcdB glycohydrolase enzymatic assay, plate reader; 350,000 tested, 0.24% active; P18177; inhibition, % at 9.99 µM; in the data active = inhibition above about 10%
Anthrax LF prot: inhibitors of Bacillus anthracis lethal factor protease; P15917; multiplex microsphere protease cleavage assay, LF; inhibition, % at 10 µM; 360,000 tested, 0.12% active; note: plate controls were buffer without enzyme for full effect and enzyme alone for no effect
Target sequence (P15917 whole entry, looked up): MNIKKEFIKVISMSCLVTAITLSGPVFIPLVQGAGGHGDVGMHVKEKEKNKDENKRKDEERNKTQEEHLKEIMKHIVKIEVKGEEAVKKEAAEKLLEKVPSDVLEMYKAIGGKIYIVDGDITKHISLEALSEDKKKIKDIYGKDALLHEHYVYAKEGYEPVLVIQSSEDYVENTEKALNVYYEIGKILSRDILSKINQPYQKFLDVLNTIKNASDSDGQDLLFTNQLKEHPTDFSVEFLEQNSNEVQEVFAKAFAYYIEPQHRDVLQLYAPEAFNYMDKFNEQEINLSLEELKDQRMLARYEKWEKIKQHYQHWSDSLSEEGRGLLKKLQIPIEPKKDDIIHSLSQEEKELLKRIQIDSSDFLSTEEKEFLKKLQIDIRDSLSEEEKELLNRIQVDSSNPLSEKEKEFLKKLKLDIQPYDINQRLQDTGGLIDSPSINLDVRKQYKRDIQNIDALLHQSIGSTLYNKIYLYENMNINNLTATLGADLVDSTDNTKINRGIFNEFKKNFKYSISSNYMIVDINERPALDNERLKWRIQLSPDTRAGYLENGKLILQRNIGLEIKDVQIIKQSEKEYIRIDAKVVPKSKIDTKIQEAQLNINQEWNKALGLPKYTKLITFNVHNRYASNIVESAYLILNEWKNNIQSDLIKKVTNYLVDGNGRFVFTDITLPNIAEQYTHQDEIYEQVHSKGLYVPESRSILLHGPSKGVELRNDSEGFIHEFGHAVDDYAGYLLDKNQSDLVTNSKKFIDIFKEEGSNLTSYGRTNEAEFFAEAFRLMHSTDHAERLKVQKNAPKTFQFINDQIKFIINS
SSB-PriA inh: blocks PriA binding to SSB C-terminal tail; AlphaScreen SSBct-PriA binding, biotinylated peptide; inhibition, % at 33 µM; 430,000 tested, 0.6% active; in the data active = inhibition mostly above about 37%, no sharp cut-off; inactive = mostly below about 20%;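 note: plate controls were negative control peptide for no effect and reference peptide for full effect; strong numbers were not always called active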
PrPC TRFRET: reduces human prion protein on the cell surface. cell surface PrPC, TR-FRET read-out. inhibition, % at 13.8 µM. 370,000 tested, 0.43% active. AID 720596; in the data active = inhibition above about 24%; note: 0% = median of the test wells and 100% = reference compound wells
Y pestis TopoI: inhibitors of Yersinia pestis topoisomerase I | 360,000 tested, 0.064% active | AID 504884 | Y. pestis Topo-I cleavage product accumulation, plate reader | activity, % at 10 µM; in the data active = activity above about 50%, passing the limit was not always enough; inconclusive = no clear call, values can overlap the other calls; note: inactives centre near 2
BoNT A protease: inhibitors of Botulinum neurotoxin A light chain protease; multiplex microsphere protease substrate cleavage, flow cytometry; inhibition, % at 10 µM; 360,000 tested, 0.17% active; note: plate controls were buffer without enzyme for full effect and enzyme alone for no effect
SARS 3CLpro inh: SARS-CoV 3CLpro protease inhibition; P0C6X7; recombinant SARS-CoV 3CLpro, quenched FRET peptide cleavage; inhibition, % at 6 µM; 290,000 tested, 0.14% active; AID 1706; in the data active = inhibition above about 12%
* marks the source's active call; other numbers are inactive results; i = inactive; ? = inconclusive; / = no result given; & = joins results of further samples. Cut-off read from the data, not from the text of the source, unless noted: active = inhibition above about 30%; inconclusive = no clear call, values can overlap the other calls; inactive = below that.

Start of the data: the first six entries (preview)
Field names: A = Vc quorum ag; B = PfHsp40 yeast; C = TcdB inh; D = Anthrax LF prot; E = SSB-PriA inh; F = PrPC TRFRET; G = Y pestis TopoI; H = BoNT A protease; I = SARS 3CLpro inh
#1 CC(C)n1ncc(C(N)=O)c1N
  A: -5.6 | B: 0.0 | C: / | D: 1.0 | E: 5.7 | F: -3.1 | G: 6.1 | H: -0.6 | I: -3.1

#2 CC(C)(C)c1ccc(CSc2nc(N)cc(=O)[nH]2)cc1
  A: 0.6 | B: 1.0 | C: / | D: 25.9 | E: -0.6 | F: / | G: 3.0 | H: 2.0 | I: 5.7

#3 N#Cc1c(N)nc2c(c1-c1cccs1)CCCC2
  A: i | B: -0.9 | C: 1.2 | D: -1.5 | E: -15.5 | F: -0.3 | G: 0.1 | H: -0.8 | I: 3.3

#4 N/C(=N\S(=O)(=O)c1cccs1)c1ccccc1Cl
  A: -2.7 | B: -1.2 | C: 0.6 | D: -4.2 | E: / | F: -0.1 | G: 9.0 | H: -1.3 | I: -6.8

#5 N#CC1(NC(=O)Cn2cc(C(F)(F)F)cc(Cl)c2=O)CCCCC1
  A: i | B: -0.6 | C: -1.1 | D: -1.2 | E: -7.9 | F: -5.6 | G: 2.9 | H: 0.5 | I: -0.3

#6 CCCn1c(=O)c2ccccc2n2c(SCC(=O)c3cc(C)n(CCOC)c3C)nnc12
  A: 1.1 | B: -1.0 | C: / | D: 1.6 | E: -16.6 | F: 10.9 | G: -3.6 | H: 0.5 | I: /

The list itself (from the top)
Field names: A = Vc quorum ag; B = PfHsp40 yeast; C = TcdB inh; D = Anthrax LF prot; E = SSB-PriA inh; F = PrPC TRFRET; G = Y pestis TopoI; H = BoNT A protease; I = SARS 3CLpro inh
#1 CC(C)n1ncc(C(N)=O)c1N
  A: -5.6 | B: 0.0 | C: / | D: 1.0 | E: 5.7 | F: -3.1 | G: 6.1 | H: -0.6 | I: -3.1

#2 CC(C)(C)c1ccc(CSc2nc(N)cc(=O)[nH]2)cc1
  A: 0.6 | B: 1.0 | C: / | D: 25.9 | E: -0.6 | F: / | G: 3.0 | H: 2.0 | I: 5.7

#3 N#Cc1c(N)nc2c(c1-c1cccs1)CCCC2
  A: i | B: -0.9 | C: 1.2 | D: -1.5 | E: -15.5 | F: -0.3 | G: 0.1 | H: -0.8 | I: 3.3

#4 N/C(=N\S(=O)(=O)c1cccs1)c1ccccc1Cl
  A: -2.7 | B: -1.2 | C: 0.6 | D: -4.2 | E: / | F: -0.1 | G: 9.0 | H: -1.3 | I: -6.8

#5 N#CC1(NC(=O)Cn2cc(C(F)(F)F)cc(Cl)c2=O)CCCCC1
  A: i | B: -0.6 | C: -1.1 | D: -1.2 | E: -7.9 | F: -5.6 | G: 2.9 | H: 0.5 | I: -0.3

#6 CCCn1c(=O)c2ccccc2n2c(SCC(=O)c3cc(C)n(CCOC)c3C)nnc12
  A: 1.1 | B: -1.0 | C: / | D: 1.6 | E: -16.6 | F: 10.9 | G: -3.6 | H: 0.5 | I: /

#7 CC1CCc2nc(NC(=O)c3ccc(S(=O)(=O)N4CCCc5ccccc54)cc3)sc2C1 (stereo not given)
  A: 1.1 | B: 1.5 | C: / | D: -0.4 | E: 10.3 | F: -4.3 | G: -1.1 | H: 0.8 | I: 5.2

#8 OCCn1c(CSc2nnc(-c3ccco3)n2-c2ccccc2)nc2ccc(Cl)cc21
  A: -0.3 | B: 0.6 | C: / | D: -6.4 | E: -9.0 | F: 5.4 | G: 3.9 | H: 1.5 | I: 9.4

#9 CN(C)c1nc2c(c(=O)n(C)c(=O)n2C)n1CC(=O)c1cccs1
  A: -0.4 | B: -0.9 | C: 0.5 | D: 2.2 | E: -11.9 | F: 6.7 | G: -1.4 | H: 0.5 | I: /

#10 CCOC(=O)c1cc2c(ccn2C)n1Cc1cc(C)ccc1C
  A: 7.5 | B: -0.6 | C: / | D: -5.4 | E: 40.9* | F: 4.5 | G: -3.6 | H: 1.2 | I: -3.5

(cont.)
Field names: A = Vc quorum ag; B = PfHsp40 yeast; C = TcdB inh; D = Anthrax LF prot; E = SSB-PriA inh; F = PrPC TRFRET; G = Y pestis TopoI; H = BoNT A protease; I = SARS 3CLpro inh
#11 CC(=O)NCCC1CCN(C(=O)c2cc(COc3ccc(C)nc3)on2)CC1
  A: 0.5 | B: 0.3 | C: 0.9 | D: 1.0 | E: -13.3 | F: 4.8 | G: 2.5 | H: 0.3 | I: -2.4

#12 Cc1cccc(N2CCN(S(=O)(=O)c3ccc(-c4cc(C)no4)s3)CC2C)c1 (stereo not given)
  A: 0.6 | B: -0.7 | C: -2.2 | D: 1.2 | E: 0.8 | F: 3.1 | G: 0.8 | H: 0.6 | I: 9.2

#13 CC1(C(=O)NS(=O)(=O)c2cccc(OC(F)F)c2)CCN1C(=O)c1ccco1 (stereo not given)
  A: -0.3 | B: / | C: -0.8 | D: 5.2 | E: / | F: -1.1 | G: 7.5 | H: -0.8 | I: /

#14 Cn1ccnc1SCC(=O)NC1CC1
  A: i | B: 0.4 | C: / | D: 3.3 | E: -2.8 | F: -7.1 | G: -2.0 | H: 0.4 | I: -4.0

#15 COC1=CC(C)C2CC3OC(O)CC4C(C)=C(OC)C(=O)C(C2(C)C1=O)C34C (stereo not given)
  A: -0.3 | B: / | C: 0.3 | D: -1.9 | E: / | F: -1.9 | G: 1.5 | H: -0.7 | I: /

#16 O=C(Nc1ccc(Oc2ccc(S(=O)(=O)N3CCOCC3)cn2)cc1)c1ccco1
  A: i | B: -1.3 | C: / | D: 0.3 | E: -9.3 | F: 9.3 | G: 1.3 | H: -1.6 | I: -2.5

#17 Oc1ccc(-n2cnnn2)cc1
  A: -0.7 | B: 0.7 | C: / | D: 6.6 | E: -14.0&-10.4 | F: 1.8 | G: -5.9 | H: -0.1 | I: -1.1

#18 Cc1ccc(C(=O)Nc2ccc(NC(=O)c3ccc(C)o3)cc2)o1
  A: -0.1 | B: -0.8 | C: 1.3 | D: 13.6 | E: -0.1 | F: -2.6 | G: 6.8 | H: -2.6 | I: -4.5

#19 CCOC(=O)c1nc(-c2ccccc2)sc1C(C)=O
  A: -1.4 | B: -0.2 | C: 0.6 | D: 3.0 | E: -3.5 | F: -10.3 | G: 4.1 | H: ? | I: -5.3

#20 c1ccc(OCc2nc(-c3ccncc3)no2)cc1
  A: i | B: 1.1 | C: 0.3 | D: 7.0 | E: -1.0 | F: 12.0 | G: 7.9 | H: 0.8 | I: -0.1

Next entries:
Field names: A = Vc quorum ag; B = PfHsp40 yeast; C = TcdB inh; D = Anthrax LF prot; E = SSB-PriA inh; F = PrPC TRFRET; G = Y pestis TopoI; H = BoNT A protease; I = SARS 3CLpro inh
#21 O=C(NCc1ccco1)c1cc2ccccc2c(=O)o1
  A: i | B: 2.2 | C: / | D: 0.7 | E: -2.7 | F: -1.0 | G: -1.1 | H: -0.1 | I: 7.3

#22 COc1cc(C(=O)Nc2cccc(C)c2C)ccc1OCC(=O)N1CCOCC1
  A: 0.0 | B: 0.8 | C: 1.4 | D: -2.7 | E: -7.1 | F: 2.7 | G: -3.9 | H: 1.5 | I: /

#23 CCCCN(CCCC)CCNC(=O)c1cn(CC)c2ccc(S(=O)(=O)N3CCc4ccccc4C3)cc2c1=O
  A: i | B: 2.3 | C: -1.0 | D: -3.8 | E: 8.3 | F: -9.7 | G: 33.7 | H: -1.0 | I: 0.1

#24 CCN(CC(=O)NC1CCS(=O)(=O)C1)C(=O)C(c1ccccc1)c1ccccc1 (stereo not given)
  A: -0.5 | B: -0.5 | C: / | D: -4.6 | E: -21.0 | F: 6.5 | G: -2.1 | H: 0.8 | I: -3.3

#25 Cc1ccc(S(=O)(=O)N(C)c2ccccc2C(=O)N2CCOCC2)cc1
  A: -0.2 | B: -1.0 | C: 1.8 | D: -6.7 | E: -7.9 | F: 3.4 | G: 2.3 | H: -0.9 | I: -1.7

#26 COc1cc(OC)cc(C(=O)N[C@H](C(=O)NC23CC4CC(CC(C4)C2)C3)C(C)C)c1
  A: 3.7 | B: 0.5 | C: / | D: -3.6 | E: -3.6 | F: 11.1 | G: 10.1 | H: 0.3 | I: 0.0

#27 Nc1cc2c(cc1[N+](=O)[O-])OCO2
  A: i | B: -0.6 | C: 1.5 | D: 3.1 | E: -15.0&-5.1 | F: -16.6 | G: 0.2 | H: 0.1 | I: -2.4

#28 COc1ccc(OCC(=O)Nc2ccc(N3CCOCC3)cc2)c([N+](=O)[O-])c1
  A: -0.3 | B: 2.2 | C: 2.5 | D: -4.8 | E: -1.6 | F: -1.1 | G: -11.0 | H: -0.9 | I: 5.4

#29 Cc1c2cnn(CC(=O)N3CCOCC3)c(=O)c2c(C)n1Cc1ccc(F)cc1
  A: -0.1 | B: / | C: 0.8 | D: -0.2 | E: / | F: -11.5 | G: -2.8 | H: -0.5 | I: /

#30 O=C(/C=C/c1ccccc1Cl)NCCc1ccccc1
  A: i | B: 6.1 | C: 0.6 | D: -0.2 | E: -14.1 | F: / | G: 10.0 | H: ? | I: -0.6

#31 COc1ccc(C(C)C)cc1-c1cncc(NC(C)=O)n1
  A: -7.7 | B: / | C: 0.4 | D: -7.2 | E: / | F: 0.1 | G: 10.3 | H: -0.2 | I: /

#32 O=C(CSc1nnc(CNc2ccc(F)cc2)o1)c1ccccc1
  A: -5.7 | B: -1.2 | C: 0.2 | D: -0.1 | E: -3.0 | F: -7.2 | G: -15.1 | H: -0.5 | I: -2.3

Source: PubChem BioAssay

These rows are one share of the data; rates above refer to the full screens.
